Screening results (PubChem)
TRHR enhancer = allosteric enhancers of human TRH receptor | hit rate 0.66% among 360,000 | AID 493056 | P34981 | enhancement, % at 2 µM | TRHR cells, fluo-8 calcium fluorescence, EC20 TRH enhancement; in the data active = enhancement above about 30%; also: 0% is about no effect
Target sequence (P34981 whole entry, looked up): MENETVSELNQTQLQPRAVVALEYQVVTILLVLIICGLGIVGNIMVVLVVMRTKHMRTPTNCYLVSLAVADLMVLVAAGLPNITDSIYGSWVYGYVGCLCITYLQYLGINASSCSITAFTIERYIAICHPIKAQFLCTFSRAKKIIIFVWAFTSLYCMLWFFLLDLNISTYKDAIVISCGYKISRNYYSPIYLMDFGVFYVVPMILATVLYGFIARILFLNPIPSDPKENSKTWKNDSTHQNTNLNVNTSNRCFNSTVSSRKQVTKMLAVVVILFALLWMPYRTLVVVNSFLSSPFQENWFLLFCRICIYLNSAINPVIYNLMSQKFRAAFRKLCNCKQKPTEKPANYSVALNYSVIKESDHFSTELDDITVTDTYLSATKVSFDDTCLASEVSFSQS
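Enhancer read-out: after compound pinning and an initial kinetic agonist-mode read, an EC20 of TRH (10 nM final) was injected and fluo-8 calcium signal (Ex 480/Em 530) followed at 1 s/cycle for 100 cycles in TRHR-expressing cells.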
RXFP1 agonist = RXFP1 (human) receptor agonism. HEK293T-RXFP1 cAMP TR-FRET, 30 min; response scale: percent of porcine relaxin response, buffer zero. Potency, µM (series often up to 57.5 µM), for inactives: at the highest dose activation, usual class: activators. hit rate 0.3% among 370,000; also: potency is read from the fitted curve at half-maximal effect; % is scaled to controls: 0 for no effect and ±100 for the full control effect; nearly all actives have a fitted effect of over 60% in size; many of its hits are not listed in these tables
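Agonist response is measured as cAMP accumulation in an RXFP1-transfected HEK293T line under PDE4 inhibition. Values are scaled between buffer-only and 29 nM porcine relaxin, and EC50s come from standard Hill equation fits.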
D1 potentiator = human D1 dopamine receptor positive modulation; P21728; HEK293 TREx D1 cells, calcium flux, dopamine EC20 potentiation; potentiation, % at 10 µM; hit rate 0.036% among 360,000; AID 504651; in the data active = potentiation above about 30%; also: 0% is about no effect
Target sequence (P21728 whole entry, looked up): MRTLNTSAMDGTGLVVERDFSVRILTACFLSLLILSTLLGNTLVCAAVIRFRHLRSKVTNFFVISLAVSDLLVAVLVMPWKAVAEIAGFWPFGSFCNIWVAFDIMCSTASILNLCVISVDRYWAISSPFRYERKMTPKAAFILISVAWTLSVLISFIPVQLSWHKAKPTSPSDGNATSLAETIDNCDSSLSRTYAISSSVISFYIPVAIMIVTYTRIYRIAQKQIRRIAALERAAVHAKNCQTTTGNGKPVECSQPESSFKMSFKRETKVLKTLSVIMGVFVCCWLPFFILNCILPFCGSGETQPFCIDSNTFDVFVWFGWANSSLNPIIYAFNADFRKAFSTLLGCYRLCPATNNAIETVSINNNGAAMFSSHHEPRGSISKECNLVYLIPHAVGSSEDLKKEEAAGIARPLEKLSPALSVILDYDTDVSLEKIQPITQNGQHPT
D1 antagonist = blocks dopamine activation of the human D1 receptor. P21728. activity change, negative = inhibition, % at 10 µM. HEK293 TREx D1 cells, calcium flux, dopamine EC80; hits give low values. hit rate 3.2% among 360,000; in the data active = activity change below about -30%; also: % is scaled to controls: 0 for no effect and ±100 for the full control effect
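Cells carrying a force-coupled, tetracycline-inducible human D1 receptor report calcium flux. Each well gets a 10 s baseline, compound with 180 s monitoring, then an EC80 dopamine stimulus with a second 180 s kinetic read.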
Apoferritin bind = binds horse apoferritin like a general anesthetic. P02791. apoferritin/1-aminoanthracene competitive binding, fluorescence. Potency, µM (series often up to 77.5 µM), for the others: at the highest dose activity change, negative = displacement, most hits filed as inhibitors. hit rate 0.074% among 350,000. AID 485281; also: potency is read from the fitted curve at half-maximal effect; % is scaled to controls: 0 for no effect and ±100 for the full control effect; nearly all actives have a fitted effect of over 20% in size
Target sequence (P02791 2-175 limits assumed): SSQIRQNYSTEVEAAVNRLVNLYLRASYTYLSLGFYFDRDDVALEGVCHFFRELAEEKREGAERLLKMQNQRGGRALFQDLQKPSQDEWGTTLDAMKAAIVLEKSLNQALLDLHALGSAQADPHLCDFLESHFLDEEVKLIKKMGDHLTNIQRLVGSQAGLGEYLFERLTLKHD
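10 uM apoferritin + 50% sat. 1-AMA, PBS; cpd 10 min RT; Ex380/Em535 endpoint; normalized to free probe vs complex; 4-param Hill fit; propofol titration as pos. ctrl.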
D2 PAM = D2 dopamine receptor (human) potentiation; P14416; HEK293 T-REx D2, calcium flux, EC20 dopamine potentiation; potentiation, % at 10 µM; hit rate 0.34% among 340,000; AID 485347;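 active = potentiation over 3 SD above the plate norm, cut at about 30% in these data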; also: 0% is about no effect
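Potentiation of an EC20 dopamine calcium response is measured in a force-coupled, tetracycline-inducible Hek293 Trex D2 line. Compound-only kinetic reads over 180 s flag agonists before dopamine addition.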
TRHR ag = agonists of human TRH receptor | TRHR cells, calcium flux fluo-8, FDSS agonist mode | activation, % at 2 µM | hit rate 0.18% among 360,000 | AID 493084; in the data active = activation above about 30%; also: 0% is about no effect
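Fluo-8-loaded TRHR cells; 10 s baseline, compound added, kinetic Ca2+ fluorescence read 1/s, agonist mode.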
RXFP1 antag = blocks the human relaxin receptor RXFP1 | hit rate 0.59% among 350,000 | Q9HBX9 | activity change, negative = inhibition, % at 57.5 µM | AID 1259400 | HEK293-RXFP1, relaxin-stimulated cAMP HTRF, 30 min; hits give low values;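 active = activity change of -60% or lower, but not beyond a set lower limit; inconclusive = change between -60% and -40%, or beyond the set limit; inactive = change above -40%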; also: % is scaled to controls: 0 for no effect and ±100 for the full control effect
D1 agonist = human D1 receptor agonism; hit rate 1% among 360,000; activation, % at 2 µM; P21728; HEK293 T-REx D1 cells, calcium flux, agonist mode; in the data active = activation above about 30%; also: 0% is about no effect
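Inducible HEK293 T-REx D1 cells, force-coupled to calcium signalling, were plated at 4000 cells/well with tetracycline and held overnight at 30 C. After no-wash calcium dye loading, compound-evoked calcium rise over 180 s flagged agonists.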
Starred values were filed as active, the others as inactive. Unless noted, calls follow the shape of the dose curve; as a rule, active = well fitted curve in the direction sought with a large enough effect; inconclusive = small, poorly fitted or top-dose-only effect, or another doubt; inactive = no such curve, though single readings can be large; an effect the other way counts as inactive or inconclusive. This is a subset; count on the stated rates, not on these rows.

For CC1=C(C(=O)OCc2ccc3c(c2)OCO3)C(c2ccc(F)cc2)NC(=O)N1 (stereo not drawn) the results were TRHR enhancer 5.6, RXFP1 agonist 2.4%, D1 potentiator -1.3, D1 antagonist 11.6, Apoferritin bind inconclusive, D2 PAM 7.5, TRHR ag 0.2, RXFP1 antag -3.6 and D1 agonist 4.3.
CCCNS(=O)(=O)c1ccc(N2CCCC2=O)c([N+](=O)[O-])c1 was read as TRHR enhancer -3.9, RXFP1 agonist 1.5%, D1 potentiator 1.6, D1 antagonist -8.8, Apoferritin bind -3.5%, D2 PAM 5.7, TRHR ag -0.9, RXFP1 antag -2.3 and D1 agonist 0.9.
`Cc1cccc(Nc2nnc(SCC(=O)NC3CCCc4ccccc43)s2)c1C` (stereo not drawn) gave TRHR enhancer -2.4, RXFP1 agonist 5.9%, D1 potentiator -11.9, D1 antagonist 3.7, Apoferritin bind -21.8%, TRHR ag -0.5, RXFP1 antag 32.8 and D1 agonist 9.0.
`CC(CCc1ccccc1)NC(=O)COC(=O)c1ccccc1O` (stereo not drawn) gave TRHR enhancer -4.0, RXFP1 agonist 2.7%, D1 potentiator -1.1, D1 antagonist -1.3, Apoferritin bind -0.3%, D2 PAM 1.1, TRHR ag -1.2, RXFP1 antag 0.2 and D1 agonist 7.3.
Screening CCNC(=S)NNC(=O)CSc1nc2ccccc2[nH]1 returned TRHR enhancer -6.5, RXFP1 agonist 0.8%, D1 potentiator 0.1, D1 antagonist -18.4, Apoferritin bind -10.9%, TRHR ag 0.7, RXFP1 antag -29.9 and D1 agonist -2.5.
For CCCCn1c(N)c(N(CCOC)C(=O)C2CCN(S(=O)(=O)c3ccc(F)cc3)CC2)c(=O)[nH]c1=O the results were TRHR enhancer -1.0, RXFP1 agonist -0.1%, D1 potentiator 3.1, D1 antagonist 4.6, D2 PAM -0.7, TRHR ag 0.3, RXFP1 antag -0.6 and D1 agonist 0.5.
Screening COc1cccc(/C=N/NC(=O)Cn2ccnc2C)c1 returned TRHR enhancer 1.6, RXFP1 agonist 1.4%, D1 potentiator -8.0, D1 antagonist 1.8, Apoferritin bind 2.8%, D2 PAM 2.3, TRHR ag 0.6, RXFP1 antag 3.7 and D1 agonist 4.0.
CCOC(=O)C1=C(CN2CCCCC2)NC(=O)NC1c1ccc(OC)cc1 (stereo not drawn) was read as TRHR enhancer -6.9, RXFP1 agonist 5.1%, D1 potentiator -0.5, D1 antagonist 0.3, Apoferritin bind -0.9%, D2 PAM 4.7, TRHR ag -0.1, RXFP1 antag 11.9 and D1 agonist -0.5.
Nc1nc2c(Cl)ccc(Cl)c2s1 was read as TRHR enhancer 3.5, RXFP1 agonist 1.0%, D1 potentiator -0.7, D1 antagonist 7.1, Apoferritin bind -7.0%, D2 PAM -11.4, TRHR ag 0.5, RXFP1 antag -12.8 and D1 agonist -0.1.
For O=C(Nc1ccccc1)Nc1ccccc1-n1ccnc1 the results were TRHR enhancer -6.5, RXFP1 agonist -0.5%, D1 potentiator 8.9, D1 antagonist -0.2, Apoferritin bind -8.5%, D2 PAM 15.6, TRHR ag 0.1, RXFP1 antag -12.0 and D1 agonist 1.7.
For COc1cc(Cl)c(C)cc1NC(=O)c1ccc(S(C)(=O)=O)cc1 the results were TRHR enhancer 3.8, RXFP1 agonist -0.4%, D1 potentiator -5.8, D1 antagonist -13.3, Apoferritin bind -15.5%, D2 PAM -7.9, TRHR ag -0.3, RXFP1 antag -6.8 and D1 agonist -0.2.
Screening CC(C)(C)OC(=O)N1CCN(C(=O)c2nc[nH]c2C(=O)N2CCN(c3ccccc3)CC2)CC1 returned TRHR enhancer 2.2, RXFP1 agonist -0.5%, D1 potentiator -2.3, D2 PAM 12.3, TRHR ag 0.7 and D1 agonist -0.4.
For Cc1c(NC(=O)c2cccs2)cccc1C(=O)O the results were TRHR enhancer 1.3, RXFP1 agonist -0.3%, D1 potentiator -3.0, D1 antagonist 6.4, Apoferritin bind -7.9%, D2 PAM -2.8, TRHR ag 0.4, RXFP1 antag -12.1 and D1 agonist 1.2.
`CC(C)(C)c1csc(NC(=O)c2ccc3nccnc3c2)n1` gave TRHR enhancer -0.3, RXFP1 agonist -3.4%, D1 potentiator 2.5, D1 antagonist 6.3, Apoferritin bind inconclusive, D2 PAM -0.1, TRHR ag -0.6, RXFP1 antag -13.2 and D1 agonist -0.9.
COC(=O)c1c(NC(=O)CS(=O)(=O)c2ccccc2)sc(C)c1C was read as TRHR enhancer -6.2, RXFP1 agonist 1.9%, D1 potentiator -5.8, D1 antagonist 18.0, D2 PAM -8.2, TRHR ag 0.3, RXFP1 antag -23.1 and D1 agonist 0.9.
`CN(CCCNC(=O)Cn1cccc1C(=O)c1ccccc1)C1CCCCC1` gave TRHR enhancer -8.5, RXFP1 agonist 3.9%, D1 potentiator -3.0, D1 antagonist -2.0, Apoferritin bind -5.2%, D2 PAM 1.0, TRHR ag 0.5, RXFP1 antag -2.5 and D1 agonist 0.6.
COc1cccc(C(=O)OCCN2CCOCC2)c1 was read as TRHR enhancer -0.5, RXFP1 agonist 3.0%, D1 potentiator -3.8, D1 antagonist -1.9, Apoferritin bind -3.7%, D2 PAM -5.3, TRHR ag 0.9, RXFP1 antag 5.1 and D1 agonist 0.7.
Screening CCCCOc1ccc(S(=O)(=O)NCc2csc(C)n2)cc1 returned TRHR enhancer -3.6, RXFP1 agonist -0.4%, D1 potentiator -0.1, D1 antagonist -12.2, Apoferritin bind -6.5%, D2 PAM -1.6, TRHR ag -0.6, RXFP1 antag 1.5 and D1 agonist 4.8.
CCCCOC(=O)c1nc[nH]c1C(=O)OCCCC was read as TRHR enhancer -3.6, RXFP1 agonist 1.2%, D1 potentiator -3.9, D1 antagonist 9.2, Apoferritin bind -13.4%, D2 PAM -16.4, TRHR ag -0.1, RXFP1 antag -5.0 and D1 agonist 0.2.
Nc1c(C(=O)OCC(=O)NCc2ccccc2)[nH]c(=O)[nH]c1=O was read as TRHR enhancer -1.6, RXFP1 agonist -2.6%, D1 potentiator 3.9, D1 antagonist 4.3, Apoferritin bind 10.4%, D2 PAM 2.7, TRHR ag -0.6, RXFP1 antag -7.0 and D1 agonist 3.6.
Screening Cc1ccc(OCC(=O)NNC(=O)C2CCN(c3ncnc4sc(C)c(C)c34)CC2)cc1 returned TRHR enhancer 1.2, RXFP1 agonist 2.5%, D1 potentiator 2.3, D1 antagonist 4.6, D2 PAM 12.7, TRHR ag -0.2, RXFP1 antag -8.2 and D1 agonist 0.7.
Screening CC(C)NC(=O)NC(=O)COC(=O)c1ccc(F)cc1F returned TRHR enhancer -3.4, RXFP1 agonist -1.7%, D1 potentiator 2.9, D1 antagonist -6.1, Apoferritin bind -7.3%, D2 PAM -4.8, TRHR ag -0.4, RXFP1 antag 8.2 and D1 agonist -0.6.
CN(CC1CCOCC1)C(=O)CC1C(=O)NCCN1CC1CCCCC1 (stereo not drawn) was read as TRHR enhancer -0.3, RXFP1 agonist -1.6%, D1 potentiator 6.9, D1 antagonist 19.2, Apoferritin bind -16.3%, D2 PAM 7.4, TRHR ag 0.0, RXFP1 antag -6.1 and D1 agonist 2.7.
For Cc1nc2ccccc2nc1OCc1ccc([N+](=O)[O-])cc1 the results were TRHR enhancer -1.4, RXFP1 agonist 0.4%, D1 potentiator -1.4, D1 antagonist -9.8, Apoferritin bind -19.0%, D2 PAM 2.7, TRHR ag 0.1, RXFP1 antag -35.2 and D1 agonist 2.3.
For COc1ccc2nc(NC(=O)CSc3nc(SC)ns3)sc2c1 the results were TRHR enhancer 2.2, RXFP1 agonist -1.0%, D1 potentiator -9.4, D1 antagonist -11.6, Apoferritin bind 2.2%, D2 PAM 9.8, TRHR ag 0.6, RXFP1 antag -6.1 and D1 agonist 3.5.
For COc1cc(NC(=O)COC(=O)Cn2cnc3c2c(=O)n(C)c(=O)n3C)cc(OC)c1 the results were TRHR enhancer 4.8, RXFP1 agonist 15.7%, D1 potentiator 5.2, D1 antagonist 18.9, D2 PAM 8.3, TRHR ag 0.3, RXFP1 antag 1.5 and D1 agonist 1.4.
For COc1ccc(Cl)cc1N(CC(=O)Nc1ccc2c(c1)OCO2)S(C)(=O)=O the results were TRHR enhancer -0.3, RXFP1 agonist 0.7%, D1 potentiator -2.9, D1 antagonist -3.0, Apoferritin bind -23.2%, D2 PAM 10.1, TRHR ag 0.5, RXFP1 antag -0.5 and D1 agonist 3.1.
Screening CN(C1CCCC1)C1CCN(C(=O)CNC(=O)/C=C/c2ccc(F)cc2)CC1 returned TRHR enhancer -6.0, RXFP1 agonist 1.0%, D1 potentiator -2.0, D1 antagonist -1.2, Apoferritin bind -1.5%, D2 PAM -3.2, TRHR ag 0.2, RXFP1 antag -3.0 and D1 agonist 2.2.
`Cc1ccsc1C1Nc2ccccc2-c2nc3ccccc3n21` (stereo not drawn) gave TRHR enhancer 3.3, RXFP1 agonist 1.0%, D1 potentiator -9.7, D1 antagonist -0.2, Apoferritin bind -0.3%, D2 PAM -4.3, TRHR ag 0.2, RXFP1 antag -3.7 and D1 agonist -1.5.
CCC(C)NC(=O)Cn1ncc2c(C)n(Cc3ccc(F)cc3)c(C)c2c1=O (stereo not drawn) was read as TRHR enhancer -4.9, RXFP1 agonist -0.7%, D1 potentiator -3.6, D1 antagonist -8.3, Apoferritin bind -9.2%, D2 PAM -0.1, TRHR ag 0.0, RXFP1 antag -16.1 and D1 agonist 3.1.
Screening COc1ccc(N(CC(=O)NCCc2cccc(C)c2)S(=O)(=O)c2c(C)nn(C)c2C)cc1 returned TRHR enhancer -0.5, RXFP1 agonist 1.9%, D1 potentiator -2.1, D1 antagonist 0.8, Apoferritin bind 5.4%, TRHR ag -1.2 and D1 agonist -0.6.
Screening Cc1cccc(N2C(=O)Cc3ccccc3C2=O)c1 returned TRHR enhancer -3.5, RXFP1 agonist 4.6%, D1 potentiator 0.1, D1 antagonist 15.7, Apoferritin bind -1.1%, D2 PAM 3.6, TRHR ag -0.4, RXFP1 antag -6.5 and D1 agonist 1.3.
COc1ccc(O[C@H]2C=C[C@@H](c3ccccc3)O[C@@H]2COC(=O)CC/C(C)=N/OC[C@@H](O)[C@H]2O[C@@H]3OC(C)(C)O[C@@H]3[C@H]2O)cc1 was read as TRHR enhancer 4.3, RXFP1 agonist -0.2%, D1 potentiator -3.4, D1 antagonist -5.7, Apoferritin bind -7.8%, D2 PAM 2.7, TRHR ag 0.4 and D1 agonist -0.8.
